# Source: PubChem
# NR2E3 ag-1: agonists of human nuclear receptor NR2E3; hit rate 0.12% among 320,000; inhibition of corepressor binding, % at 4.78 µM; Q9Y5X4; AID 2300; GST-NR2E3/biotin-RetCOR TR-FRET, 1536-well;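 active means percent inhibition above the cutoff of mean plus 3 SD of all tested compounds, set per screening campaign, cut at about 20% in these data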;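 further: 0% = DMSO wells and 100% = biotin wells as full block of FRET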
# Target sequence (Q9Y5X4 whole entry, looked up): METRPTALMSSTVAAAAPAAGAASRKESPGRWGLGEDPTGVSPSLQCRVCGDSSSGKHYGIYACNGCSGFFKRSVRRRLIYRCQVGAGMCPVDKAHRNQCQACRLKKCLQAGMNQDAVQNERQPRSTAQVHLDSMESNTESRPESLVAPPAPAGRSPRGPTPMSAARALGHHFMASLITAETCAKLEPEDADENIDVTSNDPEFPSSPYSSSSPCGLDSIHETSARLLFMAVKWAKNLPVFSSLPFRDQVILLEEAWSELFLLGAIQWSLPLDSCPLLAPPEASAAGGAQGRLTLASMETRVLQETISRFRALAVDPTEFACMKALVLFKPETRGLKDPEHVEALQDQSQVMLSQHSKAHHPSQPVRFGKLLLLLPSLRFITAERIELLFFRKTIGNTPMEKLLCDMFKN
#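 Material: NR2E3–RetCOR corepressor complex / Incubation: Compound–protein incubation for 5 h at 4 °C / Dosing: compound at 4.8 µM, single dose / Detection: time-resolved FRET / Benchmarks: high control biotin, low control 0.6% DMSO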
# CF NFkB block: inhibitors of cystic fibrosis induced NF-kB. KKLEB NF-kB-GFP reporter, PAF-induced, GFP fluorescence overnight. inhibition, % at 5 µM. hit rate 0.86% among 360,000;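 active means at least 50% inhibition at 5 µM, scaled per plate between neutral and stimulator controls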;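 further: PAF is a Pseudomonas aeruginosa culture filtrate used as stimulus; plate controls were PAF-stimulated DMSO wells for no effect and unstimulated DMSO wells for full effect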
# KKLEB cytotox: reduces viability of KKLEB cystic fibrosis airway cells; AID 602141; activity change (cytotoxicity), % at 5 µM; KKLEB CF airway cells viability, ATPlite luminescence, overnight; stronger effect = lower value; cells stimulated with P. aeruginosa culture filtrate; hit rate 0.36% among 360,000;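 active means corrected activity change at or below -50% at 5 µM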
# TRAIL sens C8: caspase-8 TRAIL sensitization | NB7+C8 cells + TRAIL, ATPlite viability luminescence | inhibition (viability loss, TRAIL sensitization), % at 10 µM | hit rate 1% among 360,000 | AID 624354;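 active means compounds causing at least 50% loss of cell viability in the single-dose screen, relative to plate controls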
# Peg3 prom inh: inhibitors of Peg3 promoter; HeLa PEG-Prom luciferase reporter, luminescence, overnight; inhibition, % at 20 µM; hit rate 1.7% among 360,000; AID 588405;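 active means inhibition of at least 50% at 20 µM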
# NR2E3 ag-2: agonists of human NR2E3 nuclear receptor; hit rate 0.35% among 360,000; Q9Y5X4; CHO-S Gal4-NCOR/VP16-NR2E3 two-hybrid, luciferase; inhibition of corepressor binding, % at 3.98 µM; AID 602229;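 active means inhibition above the mean of all tested compounds plus 3 SD, cut at about 70% in these data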;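 further: 0% = DMSO with NR2E3 transfected cells and 100% = cells lacking NR2E3 construct; higher means lower luciferase signal from less NR2E3 corepressor binding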
# TRPM1 prom inh: reduces MITF-dependent TRPM1 promoter luciferase signal | SK-MEL-5 TRPM1 promoter luciferase, 24 h | inhibition, % at 12.5 µM | hit rate 0.83% among 330,000 | AID 488899;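 active means mean inhibition across replicates of 60% or more, whatever share of single replicates reaches that level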; further: values of inactives mirror those of a sister screen read the other way
# HIF-2a block: blocks HIF-2a reporter activity; inhibition, % at 18.8 µM; hit rate 0.72% among 360,000; 786-0 RCC cells HIF-2a reporter, luciferase luminescence, overnight;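 active means inhibition of the luminescence signal of 40% or more relative to plate controls, in a single-dose primary screen at 18.75 µM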
# Shn3 3UTR inh: reduces Shn3 3'UTR luciferase signal in osteoblasts. inhibition, % at 12.5 µM. Clone20 osteoblast Shn3 3'UTR firefly luciferase, 24 h. hit rate 0.52% among 360,000;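 active means mean inhibition of at least 75% with every replicate also reaching 75%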;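 further: 0% = median of neutral control wells and 100% = pilot-screen positive control compound; some compounds past the cut are filed as inactive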
# TWEAK-Fn14 inh: TWEAK-Fn14 signaling inhibition; TWEAK-stimulated Fn14 reporter cells, luciferase luminescence, 8 h; inhibition, % at 10 µM; hit rate 2% among 360,000; AID 1159606; in the data active means inhibition above about 50%
# TROY signal inh: blocks TROY-dependent signaling in reporter cells. hit rate 0.98% among 360,000. Q293 LMP1-TROYcd NF-kB luciferase reporter, 4 h. inhibition, % at 10 µM;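 active means compounds whose plate-normalised and pattern-corrected inhibition of the luciferase reporter signal at the single screening dose is 50% or more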
# * = called active by the depositor; · = no result given. An excerpt; the hit share may differ from the screen's.
SMILES,NR2E3 ag-1,CF NFkB block,KKLEB cytotox,TRAIL sens C8,Peg3 prom inh,NR2E3 ag-2,TRPM1 prom inh,HIF-2a block,Shn3 3UTR inh,TWEAK-Fn14 inh,TROY signal inh
COc1ccccc1NC1=C(Cl)C(=O)N(C2CCCCC2)C1=O,2,2,-4,-23,4,12,-8,-23,-21,32,5
Cc1ccc(C2/C(=C(/O)c3ccc(OC(C)C)cc3)C(=O)C(=O)N2CCN2CCOCC2)cc1 (configuration not stated),4,-9,3,-4,10,-5,9,-3,-2,-8,-4
O=C(Nc1nnc(-c2ccc3c(c2)CCCC3)o1)c1ccccc1,-2,-17,-4,20,-36,-30,12,-105,24,-78,-47
COc1ccc(-c2[nH]c3ccccc3c2SCCNC(=O)c2cc3ccccc3oc2=O)cc1,-1,14,10,3,3,-9,·,-9,6,-47,-12
O=C(Nc1ccc(N2CCN(C(=O)c3ccc(Cl)cc3)CC2)cc1)c1ccc([N+](=O)[O-])o1,·,96*,-78*,36,104*,19,90*,97*,98*,33,7
COc1cc(NC(=O)c2cccc([N+](=O)[O-])c2)ccc1NC(=O)c1ccco1,1,-26,18,-8,-18,-6,-13,-42,0,-33,13
CCNc1nc(-c2cc(C)n(Cc3ccco3)c2C)cs1,4,1,4,2,0,9,-22,1,12,-3,-3
CCCN(CCC)CCNC(=O)C1(O)c2ccccc2NC(=O)N1c1cccc(OC)c1 (configuration not stated),0,-10,4,-11,16,-17,-4,17,11,0,0
Cc1cc(OCC(=O)N2CCN(c3ncccn3)CC2)ccc1Cl,1,1,1,-9,-4,-18,-6,-39,-5,-3,8
COc1ccc(NC(=O)COC(=O)Cc2coc3cc(OC)ccc23)c(OC)c1,·,10,9,2,-8,-24,7,5,-4,-8,-21
CC1(C)CC2CC(C)(CN2C(=O)COC(=O)c2cccc(O)c2)C1 (configuration not stated),-3,-18,9,-3,5,4,3,6,-11,9,-16
Cc1ccc(SCc2nc(-c3ccccn3)no2)cc1,3,-4,4,-4,-277,-82,-71,-227,-30,-34,-16
COc1ccc(S(=O)(=O)NCc2csc(C)n2)cc1OC,0,7,-17,11,29,-1,-24,9,6,-5,4
COc1cccc2sc(N(CCCN(C)C)C(=O)c3sc4ccccc4c3Cl)nc12,13,22,-26,24,-11,-4,6,-12,18,16,-12
CCc1nnc(NC(=O)CCC(=O)NCCc2ccccc2)s1,-2,-21,11,24,-4,6,-3,-1,-9,9,-4
Cc1c(C(=O)OCC(=O)Nc2c(C)n(C)n(-c3ccccc3)c2=O)cccc1[N+](=O)[O-],-1,-4,1,-3,-3,-4,10,7,7,-2,-3
O=C(CCC(=O)OCCCC(F)(F)C(F)(F)F)Nc1ccccc1,1,-2,4,-5,0,5,-3,8,-6,-32,13
O=C(O)COc1ccc(/C=C/c2nc3ccc([N+](=O)[O-])cc3s2)cc1,1,-9,17,5,-70,-43,-9,-72,-26,-38,-35
CCC(C)[C@H](NC(=O)NCc1ccccc1Cl)C(=O)O (some centres not stated),4,4,-4,2,-1,-10,6,20,-4,3,-6
Cc1cc(NS(=O)(=O)c2ccc(NC(=O)c3ccoc3C)cc2)nc(C)n1,·,7,1,2,0,-5,17,22,-16,2,0
COc1ccc(-c2nc(-c3ccccc3)nc(Cl)c2C#N)cc1,-2,-9,2,-1,21,12,20,7,3,3,-7
Cc1ccc(C(=O)NN2C(=O)C3C4C=CC(C4)[C@@H]3C2=O)cc1 (some centres not stated),4,2,-8,3,-18,11,-34,-4,-14,-14,-2
Cc1cccc(Cn2c(O)c(N=NC(=S)Nc3ccccc3F)c3ccccc32)c1,-3,10,-14,19,14,-21,29,14,32,4,-13
Cc1ccc(S(=O)(=O)N2CCN(C(=O)COC(=O)c3cccc(Cl)c3)CC2)c(C)c1,4,10,-3,-6,0,-8,-1,7,-7,3,4
COc1ccc(C(=O)OCC(=O)NCc2ccc3c(c2)OCO3)cc1S(=O)(=O)N1CCOCC1,·,-7,4,-12,-14,-40,10,16,12,-2,5
CC(C)(COC(=O)Nc1ccccc1)COC(=O)Nc1ccccc1,-2,0,2,-4,2,-7,-28,-31,25,-1,2
Cc1ccc(-c2cc(C(F)F)n3ncc(C(=O)N4CCc5ccccc54)c3n2)cc1,-1,24,-13,-17,19,-10,31,15,3,15,21
NC(=O)CC(NC(=O)Cc1cccc2ccccc12)c1ccc(NC2CC3CCC2C3)c([N+](=O)[O-])c1 (configuration not stated),-1,2,-4,-5,2,-45,-4,-13,5,-13,-1
Cc1cc(C(=O)NNC(=O)CCCCC(=O)NNC(=O)c2cc(C)[nH]n2)n[nH]1,1,7,-12,-3,-2,-4,-3,24,-9,2,-11
O=C(OCC(=O)N1CCCc2ccccc21)c1cccnc1Cl,5,-5,22,-1,-5,-8,-41,8,5,-10,6

# Four structures already listed, sorted by molar mass, falling:
SMILES,NR2E3 ag-1,CF NFkB block,KKLEB cytotox,TRAIL sens C8,Peg3 prom inh,NR2E3 ag-2,TRPM1 prom inh,HIF-2a block,Shn3 3UTR inh,TWEAK-Fn14 inh,TROY signal inh
Cc1ccc(S(=O)(=O)N2CCN(C(=O)COC(=O)c3cccc(Cl)c3)CC2)c(C)c1,4,10,-3,-6,0,-8,-1,7,-7,3,4
Cc1ccc(-c2cc(C(F)F)n3ncc(C(=O)N4CCc5ccccc54)c3n2)cc1,-1,24,-13,-17,19,-10,31,15,3,15,21
Cc1cc(C(=O)NNC(=O)CCCCC(=O)NNC(=O)c2cc(C)[nH]n2)n[nH]1,1,7,-12,-3,-2,-4,-3,24,-9,2,-11
O=C(OCC(=O)N1CCCc2ccccc21)c1cccnc1Cl,5,-5,22,-1,-5,-8,-41,8,5,-10,6

# Further compounds.
SMILES,NR2E3 ag-1,CF NFkB block,KKLEB cytotox,TRAIL sens C8,Peg3 prom inh,NR2E3 ag-2,TRPM1 prom inh,HIF-2a block,Shn3 3UTR inh,TWEAK-Fn14 inh,TROY signal inh
Cc1nn(-c2ccccc2)c(N)c1-c1ccccc1,2,10,-4,47,-196,-39,-105,-251,-87,-5,-63
COCCCNC(=O)/C=C/c1c(Cl)cccc1Cl,2,-6,7,13,-32,-4,-31,-47,3,0,-3
COc1cc(C(O)c2nc(-c3cccc(NC(C)=O)c3)cs2)ccc1F (configuration not stated),·,-38,8,-2,19,-15,·,-4,7,1,-4
CC(=O)N1c2c(cc(Br)cc2S(=O)(=O)NCc2ccccc2)CC1C (configuration not stated),1,12,-2,18,7,-2,-3,10,14,23,15
Cc1c(NC(=O)CN2C(=O)NC(C)(c3ccc4c(c3)OCCO4)C2=O)c(=O)n(-c2ccccc2)n1C (configuration not stated),1,5,1,12,0,-9,-7,25,-68,-18,7
CC(=O)Nc1cncc(-c2ccccc2F)n1,·,-17,13,-15,-3,-28,·,-14,9,-3,-8
O=CNCc1nc2ccccc2n1CCc1ccccc1,1,-20,8,-5,7,-14,9,7,-3,5,9
O=C(NCc1cccs1)C(Cc1ccccc1)n1cccc1 (configuration not stated),1,-38,10,19,3,2,·,8,20,14,-71
CC1=CS(=O)(=O)CC1Sc1nc2ccccc2[nH]1 (configuration not stated),3,6,-12,-4,11,-6,3,12,1,-1,0
COc1ccc(CCNC(=O)CCCn2c(=O)c3cccn3c3cccnc32)c(OC)c1,2,16,-5,-8,-5,2,-13,5,-10,-13,-26
O=C(N/N=C/c1cccc(O)c1)c1csc2ccccc12,1,12,-1,-8,-113,-88,-30,-170,-34,-31,-25
Clc1ccc2nc(CSc3nc4ccccc4o3)cn2c1,-2,-8,-2,0,-213,-140,-14,-127,-13,21,-25
COC(=O)Nc1ccc(SCC(=O)c2ccccc2)cc1,5,12,-31,-6,-35,-24,-13,-76,-3,-14,-23
COc1ccc(N2CCN(C(=O)COC(=O)CNC(=O)c3cccc(OC(F)F)c3)CC2)cc1,-3,-6,10,0,7,6,-4,-5,-11,10,2
Cc1cc(OCC(=O)N2CCCCCC2)ccc1[N+](=O)[O-],1,17,-20,7,-178,-96,-43,-178,-44,-26,-72
Cc1nn(-c2ccccc2)c2nc(N)c(C#N)c(-c3ccc(F)cc3)c12,0,26,-19,58*,91*,-27,21,30,11,12,14
CCOC(=O)C1CCN(CCC(=O)Nc2cccc(Cl)c2C)CC1,5,-10,-3,-4,4,-26,-10,9,8,-8,-19
CCOc1cc(CNCCO)cc(Br)c1OCc1ccccc1,2,-24,0,21,23,44,26,6,69,24,-21
Cc1ccc(NC(=O)c2cc(-c3ccccc3O)n[nH]2)cc1C,-5,5,4,5,-68,-31,-30,-87,6,-7,-49
COc1ccc(C(CNC(=O)c2cccc(S(=O)(=O)Nc3ccc(C)cc3)c2)N2CCCCC2)cc1 (configuration not stated),5,-20,27,2,15,-16,-20,3,9,-1,2
COc1ccc(C(=O)Nc2cccc(NC(C)=O)c2)cc1OC,-2,7,-4,-4,-107,1,-8,-12,17,0,14
COCC(=O)N1CCCC(C(=O)c2ccc(C(F)(F)F)cc2)C1 (configuration not stated),4,-18,-4,14,10,-16,-1,9,-17,-2,29
Cn1c(C(=O)O)cc2cc(F)ccc21,-1,-7,-18,-9,1,-6,11,15,-12,3,-10
CCOc1ccccc1NC(=O)Cc1c(F)cccc1Cl,0,-6,10,6,15,0,6,10,5,-12,8
O=C(NCCCN1CCC(Cc2ccccc2)CC1)C1CCC(=O)N1C1CCCC1 (configuration not stated),3,20,15,-5,11,16,·,15,-7,-10,17
CCOC(=O)c1ccc(N2C(=O)CC(N3CCN(Cc4ccccc4)CC3)C2=O)cc1 (configuration not stated),2,8,-7,3,6,10,4,8,1,2,16
CC(O)CSc1nc2c(c(=O)n(C)c(=O)n2C)n1CCCc1ccccc1 (configuration not stated),4,20,-14,30,-7,-5,·,-1,-2,7,-4
CC(=O)OC1COC(N2CCc3cc(Br)c([N+](=O)[O-])cc32)C(OC(C)=O)C1OC(C)=O (configuration not stated),0,13,-1,-23,18,-31,0,13,4,2,2
Oc1ccc(Cl)cc1Cc1cc(Cl)ccc1O,3,77*,30,28,42,-4,5,-8,25,54*,54*
COc1cccc(N/C(SCc2ccccc2Cl)=C(/C#N)C(=O)NCc2cccs2)c1,-2,-4,-8,1,4,6,-3,8,12,15,-10
COc1ccc(NC(=O)CN(C)C(=O)c2ccccc2CCc2ccccc2)cc1,2,17,4,5,12,19,7,5,4,-21,-32
Cc1ccc(N(CC(O)CN2CCCC2)S(=O)(=O)c2ccccc2)cc1 (configuration not stated),4,24,-7,-8,-57,-10,-10,18,15,-17,-30
COc1ccc(-c2nn(-c3ccccc3)cc2/C=N/O)cc1,0,10,6,-2,3,9,·,-41,11,-6,-29
COC(=O)C1=C(C)N=C2SC(C#N)=C(N)N2C1c1ccc(OCc2ccccc2)cc1 (configuration not stated),-1,-22,8,-13,2,-8,-4,-10,0,28,-5
O=S(=O)(c1ccc(SCc2cccc(Cl)c2)nc1)N1CCCC1,1,24,4,-11,12,13,-8,-10,13,-10,12
CSc1cccc(NC(=O)c2cc(S(=O)(=O)N3CCCCC3)c[nH]2)c1,-42,-14,-10,-1,10,-7,1,14,9,13,9
